HIV peptide binding – cell-free HIV fusion peptide-binding blockers – biochemical, uHTS, fluorescence dequenching, primary screen (AID 1986); cell-free peptide binding, fluorescence dequenching, 30 min; higher % means a stronger effect; inhibition, % at 20 µM; hits with a dose series show IC50 in µM; 0.3% of 290,000 active; in the data active = inhibition mostly above about 52%, no sharp cut-off; inactive = mostly below about 76%; note: some results filed as inactive read as strong as hits
LYP inhibition – inhibitors of LYP phosphatase, biochemical, fluorescence intensity, uHTS (AID 1779) | recombinant LYP phosphatase, fluorescence intensity; higher % means a stronger effect | one-dose inhibition, % at 11.5 µM; IC50 in µM for titrated hits | 0.054% of 290,000 active; in the data active = inhibition above about 50%;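 note: plate controls were vehicle with enzyme for no effect and no enzyme for full effect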
MgcRacGAP inhibition – MgcRacGAP GTPase-activating activity inhibitors, confirmation, biochemical, ADP Hunter fluorescence | 0.6% of 340,000 active | AID 624330 | one-dose inhibition, % at 30 µM; IC50 in µM for titrated hits | MgcRacGAP-stimulated Rac1 GTP hydrolysis, ADP Hunter fluorescence; higher % means a stronger effect; GST-tagged Rac1 F28L mutant substrate;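 active = first-screen hits whose inhibition reached a set limit at any dose in the follow-up dose series; inconclusive = inhibition above the set first-screen limit but never retested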;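 note: fluorescence reports GDP produced by GAP-driven GTP hydrolysis; strong numbers were not always called active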
GPR55 LPI antagonism – GPR55 antagonists blocking LPI-driven arrestin recruitment, primary screen, imaging, U2OS, beta-arrestin-GFP, LPI agonist (AID 2013) | one-dose inhibition, % at 10 µM; IC50 in µM for titrated hits | U2OS GPR55 beta-arrestin-GFP translocation imaging, LPI antagonism; higher % means a stronger effect | 0.13% of 290,000 active;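 active = spots per cell inhibited over 60%, with over 100 cells counted and total cytoplasm intensity under 500,000; inconclusive = wells with under 100 cells, flagged as likely toxic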;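 note: U2OS cells stably carrying GPR55 and arrestin-GFP stimulated by 5 µM LPI near EC80; imaged beta-arrestin-GFP aggregate spots per cell after agonist stimulation; plate controls were LPI-stimulated DMSO wells for no effect and DMSO wells without LPI for full effect; some results filed as inactive read as strong as hits; confirmed hits need IC50 under 10 µM and bright autofluorescent wells are also inconclusive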
Myeloid diff 2 – myeloid differentiation induction; calls only at 10 µM; ER-HoxA9 myeloid progenitors, lysozyme-GFP differentiation, flow cytometry; 1% of 360,000 active;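 active = normalized GFP-positive differentiation at or above the plate's own cutoff, the solvent-only control mean plus 3 SD; inconclusive = no clear call, values can overlap the other calls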;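 note: cells exposed to compound for four days before flow analysis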
NTR1 agonist – NTR1-driven beta-arrestin-GFP spot formation – imaging, U2OS cells, high content, primary screen (AID 493036); P30989; agonist mode; 0.17% of 330,000 active; activation, % at 20 µM;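 active = activation at or above 40% of the spot to cytoplasm intensity ratio, with at least 20 cells analyzed; inconclusive = wells under 20 cells, flagged as cytotoxic or low count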;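 note: 0% = DMSO without peptide and 100% = 100 nM NTR1 peptide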
Target sequence (P30989 whole entry, looked up): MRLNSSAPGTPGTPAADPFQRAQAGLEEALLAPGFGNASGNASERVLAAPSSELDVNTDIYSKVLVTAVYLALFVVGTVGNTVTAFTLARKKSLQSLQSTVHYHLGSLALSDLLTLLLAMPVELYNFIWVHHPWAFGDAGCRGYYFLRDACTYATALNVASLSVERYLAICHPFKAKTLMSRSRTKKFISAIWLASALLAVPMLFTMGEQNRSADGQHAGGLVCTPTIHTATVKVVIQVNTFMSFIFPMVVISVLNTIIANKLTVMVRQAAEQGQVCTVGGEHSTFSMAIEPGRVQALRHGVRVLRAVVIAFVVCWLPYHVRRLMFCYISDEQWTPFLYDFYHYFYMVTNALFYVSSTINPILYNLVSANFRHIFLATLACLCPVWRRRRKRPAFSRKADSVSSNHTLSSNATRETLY
PhoP inhibition – PhoP-dependent GFP reporter repression – Salmonella Typhimurium, primary screen (AID 1863) | 0.16% of 300,000 active | S. Typhimurium PhoP-regulated promoter GFP reporter, 4 h; higher % means a stronger effect | inhibition, % at 50 µM; hits with a dose series show IC50 in µM;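 active = inhibition over 29.93%, a cutoff 3 SD above the screen mean, later confirmed by dose response; inconclusive = inhibition over 29.93% but no dose response follow-up; inactive = inhibition at most 29.93% or unconfirmed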;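 note: 0% = low Mg2+ inducing control and 100% = high Mg2+ repressing control; strong numbers were not always called active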
GPR35 arrestin U2OS – GPR35 antagonists blocking zaprinast-driven arrestin recruitment, primary screen, imaging, U2OS, beta-arrestin-GFP, zaprinast agonist (AID 2058). U2OS GPR35 beta-arrestin-GFP translocation imaging, zaprinast antagonism; higher % means a stronger effect. inhibition, % at 10 µM; hits with a dose series show IC50 in µM. 0.052% of 290,000 active;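 active = inhibition of at least 50% with at least 30 cells and total cytoplasm GFP at most 10,000,000; inconclusive = under 30 cells or total GFP of 10,000,000 plus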
Siah-1 displacement – blockers of Siah-1 interaction with plectin peptide – biochemical, fluorescence polarization, rhodamine-plectin, uHTS, primary screen (AID 1817); 0.02% of 290,000 active; one-dose displacement, % at 20 µM; IC50 in µM for titrated hits; Siah-1 / rhodamine-plectin peptide fluorescence polarization; higher % means a stronger effect;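 active = displacement of at least 50% at 20 µM, with a fluorescence ratio check between 0.3 and a set limit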;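 note: plate controls were Siah plus tracer with DMSO for no effect and tracer alone without Siah for full effect; strong numbers were not always called active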
NTR1 agonist cell count 20 µM – second read-out of NTR1 agonist, no call of its own (marks repeat the call); cell count; measured here: cell count, cytotoxicity flag
Myeloid diff 2 GFP+ MAC1+ % – further read-out of Myeloid diff 2, marked with its call; GFP+ MAC1+ double positive, %; measured here: differentiation confirmed by MAC1 staining
An asterisk follows results filed as active; i = inactive; ? = inconclusive; / = no result given; & = joins results of further samples.

SMILES	HIV peptide binding	LYP inhibition	MgcRacGAP inhibition	GPR55 LPI antagonism	Myeloid diff 2	Myeloid diff 2 GFP+ MAC1+ %	NTR1 agonist	NTR1 agonist cell count 20 µM	PhoP inhibition	GPR35 arrestin U2OS	Siah-1 displacement
O=C(c1ccco1)N1CCCN(C(=O)c2ccco2)CC1	-0.7%	-7%	9%	8%	i	1.0	2.8	61	3%	0%	-2%
O=C(COC(=O)c1cc(NS(=O)(=O)c2cccs2)ccc1O)Nc1ccccc1	-0.8%	-6%	4%	6%	i	0.4	0.4	53	-2%	2%	-7%
C=CCn1c(SCC(=O)Nc2ccc(N(C)C)cc2)nnc1-c1cccc(C)c1	-1.2%	-2%	43µM*	19%	i	1.1	1.2	45	9%	2%	-2%
COc1ccc(C(=O)Nc2ccc(C)c(S(=O)(=O)N3CCCCCC3)c2)cc1	-1.4%	2%	9%	-4%	i	0.4	1.8	40	-4%	-4%	0%
O=S(=O)(Cc1ccccc1)N1CCC(N2CCN(c3ccccc3)CC2)CC1	-0.2%	5%	10%	14%	i	1.7	-0.8	52	3%	-9%	2%
COc1ccc(C(=O)NC(C)c2nnc(SCC(=O)Nc3nc4ccccc4s3)n2C)cc1 (configuration not stated)	0.3%	-4%	8%	75%	i	0.9	-0.4	50	-3%	-25%	2%
O=C(CSc1n[nH]c(=O)n1-c1cccnc1)Nc1ccccc1	1.1%	-6%	5%	13%	i	1.1	0.8	67	-6%	-11%	1%
CN(CC(=O)NC1CCN(Cc2ccccc2)CC1)S(=O)(=O)c1ccc2c(c1)c(=O)n(C)c(=O)n2C	2.0%	-3%	8%	9%	i	0.5	-1.8	30	-8%	2%	9%
CCCC(C)C(=O)Nc1ccccc1C(=O)OCC (configuration not stated)	0.8%	-5%	12%	-7%	i	0.6	0.7	61	2%	-1%	-4%
CCn1c(CNc2ccc(Cl)cc2)nnc1SCc1ccc(Cl)cc1	0.7%	9%	13%	1%	i	0.9	3.4	42	-3%	-18%	7%
COc1ccc(-c2nc(CSCC(=O)N3CCc4ccccc4C3)c(C)o2)cc1OC	-0.8%	-3%	11%	-16%	i	3.3	-0.1	62	-2%	16%	4%
CCOC(=O)C1CCN(C(=O)c2cn(CCOC)c(=O)c3c2c2ccccc2n3C)CC1	-2.5%	-5%	10%	-5%	i	0.6	-0.9	59	-4%	8%	-5%
Cc1nccn1CCCN1C(=O)CNC1=S	3.9%	-5%	-7%	5%	i	0.3	-1.5	91	-22%	-10%	5%
COc1ccc(OC)c(CN2C(=O)CCC2(C)C(=O)NC2CCCCCC2)c1 (configuration not stated)	-1.7%	-7%	4%	10%	i	0.7	-1.6	77	2%	14%	-3%
O=C(Nc1sc2c(c1C(=O)c1ccc(Cl)cc1)CCCC2)c1cccnc1	0.2%	0%	11%	10%	i	1.3	16	83	9%	-3%	0%
CN1CCN(c2ccc([N+](=O)[O-])cc2C(=O)c2ccc(Cl)cc2)CC1	-1.5%	1%	-7%	-9%	?	/	3.9	48	-8%	-15%	6%
N#Cc1ccc(C23CC4(C2)[C@H](CN(Cc2ccc(C(F)(F)F)cc2)[C@@H]4c2ccccc2)C3c2ccc(Cl)nc2)cc1 (some centres not stated)	2.0%	1%	/	-5%	/	/	-1.1	50	-6%	2%	-6%
CCN1/C(=C/c2ccc3ccccc3[n+]2CC)C=Cc2ccccc21	0.3%	2%	46µM*	11%	?	/	3.2	37	?	25%	-1%
O=C(CSc1n[nH]c(-c2cccs2)n1)N1CCCc2ccccc21	-1.8%	-6%	8%	13%	i	5.4	1.8	74	3%	27%	2%
CC(C(=O)O)c1cccc(C(=O)c2ccccc2)c1 (configuration not stated)	-1.8%	0%	2%	-12%	i	1.4	-0.1	66	0%&-3%	4%	-2%
COCCCNc1c2c(nc3nnnn13)CCCC2	-0.4%	-8%	4%	1%	i	0.3	-1.7	64	3%	2%	-1%
Cc1ccc(C(=O)O/N=C(\N)c2cccnc2)cc1[N+](=O)[O-]	1.8%	-4%	12%	1%	i	0.5	1.5	41	-5%	-12%	20%
Cn1c(SCC(=O)Nc2ccccc2F)nnc1-c1ccc(S(=O)(=O)N2CCOCC2)cc1	-0.9%	-8%	-5%	15%	i	1.2	2.3	76	-1%	14%	0%
COc1ccccc1-c1ccc(SCc2cccc(C)c2)nn1	-1.0%	2%	0%	5%	i	0.1	5.0	57	3%	-10%	-1%
CCCc1cc2c(cc1NS(=O)(=O)c1ccc(CCNC(C)=O)cc1)OCO2	8.0%	-11%	11%	3%	i	1.8	1.0	65	8%	7%	0%
O=C(NC1CCC(c2ccccc2)CC1)c1cccnc1 (configuration not stated)	-0.5%	-7%	3%	-2%	i	0.2	2.1	44	-2%	-14%	4%
COc1ccc(S(=O)(=O)NCCC(C)C)cc1OC	-1.3%	-8%	3%	15%	i	5.1	0.7	49	-2%	5%	1%
CC(C)NC(=O)Cn1cc(C(=O)C(=O)N2CCOCC2)c2ccccc21	1.9%	-10%	7%	-1%	i	0.4	0.4	59	4%	-5%	12%
Cc1ccc(N2CCN(C(=O)c3ccccc3)CC2)c(C)c1	-1.4%	-8%	5%	16%	i	0.6	1.0	48	1%	-16%	-4%
CCOC(=O)c1c(-c2ccc(C)o2)csc1NC(=S)NC(=O)c1cccs1	12%	3%	13%	13%	i	0.1	21	47	-16%	-8%	-1%
O=c1c2[nH]c3ccc(F)cc3c2ncn1Cc1ccncc1	-0.1%	-4%	8%	5%	i	0.4	0.6	50	-3%	-4%	6%
CC(C)CC(c1nnnn1Cc1cccs1)N1CCN(c2nc3ccccc3s2)CC1 (configuration not stated)	1.1%	2%	10%	19%	i	0.6	0.8	88	4%	-4%	-4%
O=C(c1ccc(F)cc1)N1CCN2C(=O)c3ccccc3C12c1ccc(Cl)cc1 (configuration not stated)	-0.3%	-4%	5%	0%	i	0.0	-0.1	27	8%	-25%	1%
CC(C)Oc1cc(NC(=O)CS(=O)(=O)CC(=O)N(C)C)c(Cl)cc1Cl	-1.4%	-1%	-7%	6%	i	0.1	2.4	28	-4%	3%	5%
COc1cc(CNCCNC(=O)c2nonc2N)ccc1OCc1ccc(Cl)nc1	0.8%	1%	1%	6%	i	0.3	-1.6	113	-1%	-1%	-1%
CN(C)c1ccc(N2[C@@H](CC(=O)O)c3cc(C(F)(F)F)ccc3S2(=O)=O)cc1	/	/	15%	/	i	2.2	-1.3	52	9%	/	/
Cc1cc(F)ccc1N1CCC(N2CCN(CCC(C)C)C(CCO)C2)CC1 (configuration not stated)	-1.0%	-1%	7%	14%	i	0.3	-0.6	48	4%	6%	2%
COc1cccc(CNc2nc3ccc(C)cc3n3cnnc23)c1	-0.1%	-3%	5%	9%	i	0.2	2.3	59	-4%	11%	16%
O=C(Nc1ccsc1C(=O)O)c1cccc(C(F)(F)F)c1	2.4%	-7%	7%	9%	i	0.2	-1.0	103	-3%	-9%	2%
O=[N+]([O-])c1ccc(Oc2cccc(F)c2)c2ccncc12	-2.3%	4%	5%	6%	i	0.6	2.1	48	1%	-2%	0%
CCOC(=O)c1ccc(S(=O)(=O)NCCN(CC)CC)cc1	-0.9%	-3%	-2%	-9%	i	1.1	2.8	59	3%	-1%	1%
O=S(=O)([O-])CCC[n+]1ccc(Oc2ccccc2)cc1	-2.5%	-6%	-3%	8%	i	0.6	1.3	53	10%	-3%	-6%
CC1Cc2cc(/C(O)=C3/C(=O)C(=O)N(CCN4CCOCC4)C3c3cccc(Cl)c3)ccc2O1 (configuration not stated)	2.0%	-2%	13%	16%	i	0.7	1.1	51	1%	8%	0%
COc1ccc(C2(c3ccc(OC)cc3)NC(=O)N(CC(=O)Nc3ccc(C(=O)N(C)C)cc3)C2=O)cc1	1.2%	-7%	2%	17%	?	/	1.8	47	-5%	-10%	3%
COc1ccc(SCc2noc(C(=O)NCC3CCCO3)c2C(=O)O)cc1 (configuration not stated)	1.7%	-7%	10%	3%	i	1.2	0.7	78	-3%	7%	8%
Nc1nonc1-c1nc2ccccc2n1Cc1ccc(F)cc1Cl	0.9%	-13%	7%	11%	i	0.2	2.7	57	3%	9%	-6%
CN(Cc1ccccc1)C(=O)C1CCN(S(=O)(=O)c2ccc(-n3cnnn3)cc2)CC1	0.4%	-4%	3%	-4%	i	2.4	0.2	59	-4%	2%	2%
O=C(Cn1c(=O)n(CC2CCCO2)c(=O)c2ccccc21)c1ccc(Cl)c(Cl)c1 (configuration not stated)	12%	0%	4%	5%	i	0.9	3.9	86	5%	0%	-2%
COc1ccc(S(=O)(=O)N2CCOCC2)cc1NC(=O)CCNC(=O)c1ccc(Br)cc1	/	/	-1%	/	i	0.5	-0.1	57	2%	/	/
O=C(NCCSc1ccccc1)c1ccco1	0.6%	-8%	7%	5%	i	0.5	-1.2	61	14%	-2%	-1%
Cc1ccccc1-n1c(=O)cc(N2CC(C)OC(C)C2)[nH]c1=O (configuration not stated)	24%	-1%	9%	11%	i	6.0	0.0	74	-1%	9%	-4%
Cc1cc(C)c(C(=O)COC(=O)Cn2c(C)csc2=O)cc1C	-0.1%	-5%	7%	13%	i	6.9	-0.3	70	4%	5%	3%
COC(=O)C1=C(C)NC(C)=C(C(=O)OCC2CCCO2)C1c1cccc(Cl)c1 (configuration not stated)	1.0%	-4%	4%	18%	i	0.0	0.0	44	-5%	-1%	7%
O=S(=O)(/N=C(/c1ccccc1)N1CCOCC1)c1ccc(Br)cc1	0.3%	-11%	7%	-10%	i	0.6	-1.5	49	4%	3%	-2%
NC1C=CC=C(C(=O)O)C1 (configuration not stated)	/	/	6%	/	i	1.3	-0.8	64	-7%	/	/
COC(=O)c1cc(-c2ccccc2)sc1NC(=O)CN1C(=O)c2ccccc2C1=O	2.8%	7%	9%	15%	i	2.2	0.7	59	-5%	4%	4%
COCc1cc(/C=N\NC(=O)c2ccc(Cl)cc2)ccc1OC	1.7%	2%	7%	2%	i	0.7	-1.5	72	-5%	-6%	-1%

Screening data deposited in PubChem by several laboratories.
